GlmU inhibition = inhibition of mycobacterial GlmU enzyme – biochemical, glucosamine-1-phosphate acetyltransferase (AID 1376) | M. tuberculosis GlmU acetyltransferase enzyme assay; higher % means a stronger effect | inhibition, %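 (tested at 30 µM in the primary screen)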; hits with a dose series show IC50 in µM | 220,000 compounds, 0.25% hits; in the data active means inhibition above about 13%;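 further: 0% = complete reaction with vehicle and 100% = reaction without substrate; strong numbers were not always called active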
RmlCD inh 1536 = M. tuberculosis RmlC/RmlD inhibition. P9WH09+P9WH11. RmlC+RmlD coupled enzyme assay, percent inhibition; primary screen in compound mixtures. inhibition, % at 3.6 µM. 160,000 compounds, 0.03% hits. AID 1533; in the data active means inhibition mostly above about 34%, no sharp cut-off; further: some results filed as inactive read as strong as hits
Target sequence (P9WH09 whole entry, looked up): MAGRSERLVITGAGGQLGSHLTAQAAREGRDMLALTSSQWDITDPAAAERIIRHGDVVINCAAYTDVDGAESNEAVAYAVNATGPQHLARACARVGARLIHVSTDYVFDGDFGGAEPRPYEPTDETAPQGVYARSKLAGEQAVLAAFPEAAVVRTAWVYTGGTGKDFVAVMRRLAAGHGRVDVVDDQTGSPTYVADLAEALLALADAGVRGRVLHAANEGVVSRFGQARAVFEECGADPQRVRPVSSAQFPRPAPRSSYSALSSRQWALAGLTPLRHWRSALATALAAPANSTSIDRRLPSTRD
Target sequence (P9WH11 whole entry, looked up): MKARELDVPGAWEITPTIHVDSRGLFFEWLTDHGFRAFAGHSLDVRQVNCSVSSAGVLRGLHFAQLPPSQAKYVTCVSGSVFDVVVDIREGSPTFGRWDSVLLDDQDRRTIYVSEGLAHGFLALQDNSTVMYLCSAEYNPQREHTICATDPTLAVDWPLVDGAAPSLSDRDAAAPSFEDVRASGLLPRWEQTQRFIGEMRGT
Numbers without * were called inactive; . = not tested or not shown.

Each structure is followed by: GlmU inhibition | RmlCD inh 1536
CNc1nc2[nH]c(=O)c3c(c2s1)OC(N)=C(C#N)C3c1ccccc1 (stereo unspecified)
→ 0.6% | -11
CCOc1ccc(Nc2nc(Cc3nnc(SCC(=O)NC4CCCCC4)n3C)cs2)cc1
→ 0.3% | .
COC(=O)c1c([N+](=O)[O-])c(OC)c(OC)c(OC)c1[N+](=O)[O-]
→ 2.4% | -2
CC(=O)Nc1ccc(SCC(=O)Nc2cc(C)on2)cc1
→ -3.2% | -4
Cc1ccc(OCC(=O)N(c2ccccn2)C2CCCCC2)c(C)c1
→ 3.7% | 5
Cc1cc(N2CCN(Cc3cn(C)nc3-c3cccc(Cl)c3)CC2)cc(C)n1
→ 0.8% | 25
Cc1cccc(OC(C)C(=O)N2CCCc3ccccc32)c1 (stereo unspecified)
→ -1.6% | -1
CCOc1ccccc1NC(=S)NC1CCCCC1
→ 2.7% | -11
Cc1ccc(NCCC(=O)c2cccc([N+](=O)[O-])c2)c(C)c1
→ 2.3% | 16
Nc1c(C(=O)NCc2ccco2)nnn1-c1ccccc1
→ 3.4% | .

Next section, overlapping the part above by 5 compounds.
Each structure is followed by: GlmU inhibition | RmlCD inh 1536
Cc1cc(N2CCN(Cc3cn(C)nc3-c3cccc(Cl)c3)CC2)cc(C)n1
→ 0.8% | 25
Cc1cccc(OC(C)C(=O)N2CCCc3ccccc32)c1 (stereo unspecified)
→ -1.6% | -1
CCOc1ccccc1NC(=S)NC1CCCCC1
→ 2.7% | -11
Cc1ccc(NCCC(=O)c2cccc([N+](=O)[O-])c2)c(C)c1
→ 2.3% | 16
Nc1c(C(=O)NCc2ccco2)nnn1-c1ccccc1
→ 3.4% | .
CN(C)c1nc(Cl)nc(NCCOc2ccccc2)n1
→ -0.3% | 9
COC(=O)c1c(N2C(=O)[C@H]3[C@@H](C2=O)[C@]2(C(=O)Nc4ccccc42)N2CCC[C@@H]32)sc(C)c1C
→ -0.5% | -13
Cc1nc2nc(SCc3nc4ccccc4[nH]3)[nH]c2cc1Br
→ -5.2% | 21
Cc1ccc(CNC(=O)c2ccc(COc3ccccc3)cc2)cc1
→ 1.3% | -22
COc1ccccc1NC(=O)CN1CCN(C2c3ccccc3-c3ccccc32)CC1
→ 3.2% | .
COc1ccc(Cl)cc1NC(=O)Nc1ccc(Br)cn1
→ 2.5% | -9
FC(F)(F)c1cc(-c2ccco2)nc(NCc2ccc(Cl)cc2)n1
→ -6.1% | -12
COc1ccc(N=CC2=C(O)CCCC2=O)cc1
→ 2.9% | -4
O=[N+]([O-])c1cc(-c2csc(NCCc3nc4cc(Cl)c(Cl)cc4n3CCCO)n2)ccc1Cl
→ -0.8% | .
O=C(O)CC/C(=N\Nc1ccc([N+](=O)[O-])cc1)c1ccccc1
→ 0.2% | 7
COc1ccccc1C(=O)N1CCN(Cc2nc3cc([N+](=O)[O-])ccc3n2C)CC1
→ -6.6% | -1
CCOC(=O)c1c(SC)nc(SC)c2c1CCC2
→ 0.2% | .
Cc1ccccc1Nc1nc(N)nc(COC(=O)CC2CC3CCC2C3)n1 (stereo unspecified)
→ 1.8% | -4
OCCCc1n[nH]c(=S)n1-c1ccccc1
→ -3.9% | 40
O=C(CSc1ccc(-c2ccco2)nn1)NCc1ccc(Cl)cc1
→ -0.1% | 1
COc1ccc(CN(CC(=O)NC2CCCC2)C(=O)CCC(=O)Nc2cc(C)on2)cc1
→ 2.2% | .
N#C/C(=C/c1ccc(N2CCCC2)c([N+](=O)[O-])c1)c1nc2ccccc2[nH]1
→ -0.6% | -2
O=C(CC(=O)NN=C1CCCCCC1)NCc1cccnc1
→ 6.7% | -10
Cc1nnc(NC(=O)C2CCCO2)s1 (stereo unspecified)
→ 3.0% | .
O=C(CSCc1ccc(Br)cc1)NCc1ccccn1
→ 1.9% | -7

A different layout for four compounds above:
> Cc1ccccc1Nc1nc(N)nc(COC(=O)CC2CC3CCC2C3)n1 (stereo unspecified)
  GlmU inhibition = 1.8%; RmlCD inh 1536 = -4
> OCCCc1n[nH]c(=S)n1-c1ccccc1
  GlmU inhibition = -3.9%; RmlCD inh 1536 = 40
> O=C(CSc1ccc(-c2ccco2)nn1)NCc1ccc(Cl)cc1
  GlmU inhibition = -0.1%; RmlCD inh 1536 = 1
> COc1ccc(CN(CC(=O)NC2CCCC2)C(=O)CCC(=O)Nc2cc(C)on2)cc1
  GlmU inhibition = 2.2%; RmlCD inh 1536 = .

The listing continues:
Each structure is followed by: GlmU inhibition | RmlCD inh 1536
COc1ccc(S(=O)(=O)Cc2ccc(C(=O)NCCCN3CCc4ccccc4C3)o2)cc1
→ 3.0% | -9
Cc1cccc(NC(=O)CCC(=O)N/N=C/c2cc([N+](=O)[O-])ccc2O)c1
→ 4.9% | -5
COC(=O)c1c(NC(=O)CN2CCN(Cc3ccc4c(c3)OCO4)CC2)sc(C)c1C
→ . | 10
Cc1cc(NC(=O)C(C)C)ncc1NC(=O)Cc1ccccc1
→ -5.0% | .
COCCNC(=O)CN(c1cc(Cl)ccc1OC)S(=O)(=O)c1ccc(C)c([N+](=O)[O-])c1
→ 2.5% | -13
CS(=O)(=O)NCc1ccc(C(=O)NCc2ccccc2)cc1
→ -2.8% | -9
COC(=O)CN1CCN(C(=O)c2ccc(F)cc2)c2ccccc2C1
→ -2.8% | 66
CCOC(=O)c1c(NC(=O)COc2ncnc3ccccc23)sc(C(C)=O)c1C
→ -1.8% | 4
Cn1ccnc1C(O)c1ccco1 (stereo unspecified)
→ 0.1% | 11
CCOC(=O)CC(=O)CSc1ncc(C(=O)OCC)c(N)n1
→ -1.1% | -4
Cc1ccc2nc(SC(C)C(=O)N3CCCCC3)[nH]c2c1 (stereo unspecified)
→ -4.3% | -14
Cc1cc(/C=C/C(=O)O)c(C)n1-c1ccc(Cl)cc1
→ 3.5% | -5
O=C(Nc1ccccc1)C(O)C(O)C(=O)Nc1ccccc1 (stereo unspecified)
→ -4.3% | 3
CCCOc1ccccc1NC(=O)c1c(-c2ccccc2)noc1C
→ 7.7% | -4
Cc1c(C(=O)Nc2ccc(F)cc2)nnn1-c1cccc(C(F)(F)F)c1
→ -5.6% | 10
O=C(Nc1cc(C(F)(F)F)ccc1Cl)C(Sc1ccccn1)c1ccccc1 (stereo unspecified)
→ -1.4% | 10
CCCCCc1ccc(-c2ccc(OC)cc2)nc1
→ -3.7% | 4
COc1ccccc1-c1nnc(NC(=O)c2ccc3ncsc3c2)o1
→ 2.7% | -3
COc1ccccc1NC(=O)COc1cc(Br)c(CNCCCN2CCOCC2)cc1OC
→ 1.1% | 4
C=CCn1c(O)c(C(C)=NCCc2c[nH]c3ccccc23)c(=O)[nH]c1=O
→ 2.1% | -4
N#CC(c1ccc(O)cc1)c1ncc(C(F)(F)F)cc1Cl (stereo unspecified)
→ -2.9% | 12
O=S(=O)(NC1CC1)c1ccc(S(=O)(=O)N2CCCC(c3nc(-c4cccnc4)no3)C2)cc1 (stereo unspecified)
→ 2.1% | 8
CC(C)N1CCC2(CC1)C(C#N)=C(N)NC(S)=C2C#N
→ -8.4% | -5
Cc1nnc2sc(SCc3ccc(Cl)cc3)nn2c1=O
→ 0.5% | 106
O=C(O)c1cc(Cl)c2ccccc2c1O
→ 4.1% | -2
O=C(OCc1nc2ccccc2s1)C1CCN(C2=NS(=O)(=O)c3ccccc32)CC1
→ -2.1% | 68
O=C(c1ccccc1F)N1CCN(S(=O)(=O)c2ccc3c(c2)OCCO3)CC1
→ 8.1% | 7
C=CC[C@@]12C=C(OC)C(=O)C(OC)=C1O[C@H](c1ccc3c(c1)OCO3)[C@H]2C
→ -1.0% | .
O=C1CSC(c2ccccc2)N1c1nnc(C23CC4CC(CC(C4)C2)C3)s1 (stereo unspecified)
→ 5.2% | .
CC12CNCC(C)(CNC1)C2O (stereo unspecified)
→ -1.4% | -10
CC(C)OC(=O)c1ccc(COC(=O)c2cnccn2)cc1
→ 4.5% | 4
O=C1c2ccccc2S(=O)(=O)c2cc(N3CCc4ccccc4C3)ccc21
→ 5.5% | .
CN(C)C/C(Cl)=C(\Cl)c1ccccc1
→ -0.9% | .
COc1ccc(C(C(=O)Nc2ccc(C(C)C)cc2)N(C)C(=O)c2ccc(=O)[nH]c2)cc1 (stereo unspecified)
→ 0.2% | -15
FC(F)(F)c1nc(Oc2ccccc2)c2ccccc2n1
→ -0.8% | 5
CCn1c(SCC(=O)Nc2ccc3c(c2)OCO3)nnc1-c1ccccc1O
→ -5.4% | 3
O=c1c2ccccc2nc(-c2ccco2)n1-c1ccc(Br)cn1
→ -1.4% | .
O=S(=O)(Nc1ccccn1)c1ccc(Cl)c2ccccc12
→ -0.3% | -13
O=c1c2c3c(sc2nc2n1CCC2)CCC3
→ -5.9% | 5
CCOC(=O)C1CCN(c2c(NCCN3CCCCC3C)c(=O)c2=O)CC1 (stereo unspecified)
→ 7.9% | -6
CC(C)C(NC(=O)C(NC(=O)C1O[C@@H]2OC(C)(C)O[C@@H]2[C@H]2OC(C)(C)O[C@@H]12)C(C)C)C(=O)O (stereo partly specified)
→ 3.1% | .
CN(C)c1nc(N/N=C/c2ccccc2O)nc(Nc2ccc(F)cc2)n1
→ 0.8% | .
Cc1csc(N(C(=O)c2ccccc2F)c2ccccc2)n1
→ 0.4% | .
COc1ccc(N=C(c2ccccc2)c2c(C)[nH]n(-c3ccccc3)c2=O)c(OC)c1
→ 3.5% | 5
COc1ccc(NC(=O)C(CCSC)NC(N)=O)cc1NS(=O)(=O)c1ccc(F)cc1 (stereo unspecified)
→ -0.3% | .
C/C(=C1/C(=O)N(c2ccc([N+](=O)[O-])cc2)N=C1c1ccccc1)N(C)C
→ 0.0% | .
CSc1nnc(C)c(=O)n1COC(=O)c1ccc(S(=O)(=O)N2CCOCC2)cc1
→ -3.3% | 0
COc1cc(NC(=O)c2ccnnc2)cc(C(=O)Nc2cccc(C(F)(F)F)c2)c1
→ -0.6% | .
COc1ccccc1N1CCN(C(=O)c2ccc3c(Cl)c4c(nc3c2)CCCC4)CC1
→ -7.3% | .
COc1ccc(N(CC(=O)NN=C2CCCC2)S(=O)(=O)c2ccccc2)cc1
→ 7.2% | -1

Further records.
Each structure is followed by: GlmU inhibition | RmlCD inh 1536
Cc1[nH]c2ccccc2c1/C=C/c1nc2ccccc2c(=O)n1-c1ccc([N+](=O)[O-])cc1
→ -8.2% | 9
CCn1cc(C(=O)NCCCN2CCCC2)c(=O)c2cc(S(=O)(=O)N3CCc4ccccc4C3)ccc21
→ -10% | -7
COc1ccc(NS(=O)(=O)c2cccs2)cn1
→ 5.7% | -12
COc1ccc(CNc2ccc(S(N)(=O)=O)cc2)c(OC)c1OC
→ -6.2% | -5
Cc1ccccc1C(=O)N/N=C/c1ccccn1
→ 1.4% | -10
O=C(CN1CCOCC1)NNc1nc(-c2ccccc2)c2cc(Br)ccc2n1
→ 1.8% | -8
CCCCNC(=O)N1CCN(C(=O)C2CCCO2)CC1 (stereo unspecified)
→ -0.2% | 1
CCOC(=O)c1ccc(Nc2sc(C(=O)c3cccc([N+](=O)[O-])c3)c(N)c2C#N)cc1
→ -1.6% | -10
COc1ccc(CC(=O)Nc2nc(C)cs2)cc1OC
→ -1.1% | .
NC1=NC[C@H](Cc2ccccc2)N1CCc1cc(C(F)(F)F)cc(C(F)(F)F)c1
→ -4.3% | -5
Cc1nc(SC2CC(=O)N(c3cc(Cl)cc(Cl)c3)C2=O)nc2c1CCCC2 (stereo unspecified)
→ -4.0% | 2
CCCCc1nccn1CCn1ccnc1CCCC
→ 2.0% | .
CCc1ccc(C(O)(c2ccccc2OC)C(CN2CCOCC2)c2ccccc2)cc1 (stereo unspecified)
→ -2.9% | 8
CCOc1ccc(/C=N/NC(=O)C(=O)NCc2ccco2)cc1
→ 1.4% | 6
O=C(O)c1ccccc1C(=O)Nc1ccccc1[N+](=O)[O-]
→ 2.8% | 3
CCN(CC)S(=O)(=O)c1ccc(OC)c(NC(=O)c2ccc([N+](=O)[O-])cc2)c1
→ -2.8% | 5
C=CCNc1cccc(Br)c1
→ -2.0% | .
CSCCC(NC(=O)c1ccco1)C(=O)O (stereo unspecified)
→ -1.1% | -6
Cn1c(C(=O)Nc2ccc3c(c2)OCCO3)cc2c(=O)n(C)c3ccccc3c21
→ 6.2% | 5
CCOc1ccc(N=Cc2c(O)n(CCc3ccc(OC)c(OC)c3)c(=O)[nH]c2=O)cc1
→ -0.9% | -6
CCOC(=O)c1c(NC(=O)Cn2nnc(-c3ccc(Cl)cc3)n2)sc(C)c1C
→ -2.7% | 0
CCC(C)OC(=O)C1=C(C)O[C@]23OC(N)=C(C#N)[C@]12C(=O)c1ccccc13 (stereo partly specified)
→ -0.9% | .
COc1ccc(C(=O)C2CCN(C(=S)NCCc3ccc(OC)c(OC)c3)CC2)cc1
→ -4.9% | -2
CCOC(=O)CCNCc1ccc(F)cc1
→ 0.7% | -4
CCOC(=O)N1N=C(CC)CC1(O)C(F)(F)F (stereo unspecified)
→ 0.7% | .
CC(=O)Nc1ccc(NC(=O)CCCN2C(=O)c3ccccc3C2=O)cc1
→ -4.7% | .
CC(=O)c1nnn(-c2cccc([N+](=O)[O-])c2)c1C
→ -2.1% | -3
COc1ccc(-c2cn3cccc(C)c3n2)cc1F
→ -2.4% | .
N=c1oc2ccccc2cc1-c1nc2ccccc2c(=O)[nH]1
→ -0.7% | 20
Cc1c(NC(=O)NC(C)N2C(=O)C3C4C=CC(C4)C3C2=O)c(=O)n(-c2ccccc2)n1C (stereo unspecified)
→ -6.1% | .
O=C(Nc1ncc(Cc2ccccc2Cl)s1)C1=NCCN1
→ -5.1% | -8

Some of the compounds tested; rates above refer to the full screens.
